# HIV Rev-RRE inh: disrupts HIV-1 Rev binding to RRE RNA; P05866; Rev peptide-RRE RNA binding, FRET; inhibition, % at 8 µM; 0.79% of 97,000 active;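 active = inhibition above the screen-wide mean plus 3 SD, cut at about 35% in these data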;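 note: 0% = median DMSO wells and 100% = median Neomycin B control wells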
# Target sequence (P05866 whole entry, looked up): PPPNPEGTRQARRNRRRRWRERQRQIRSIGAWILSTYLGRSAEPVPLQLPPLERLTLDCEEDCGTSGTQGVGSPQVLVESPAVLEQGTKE
#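 Assay system: labelled RRE RNA duplex and labelled Rev peptide / Medium: HEPES pH 7.5 salt buffer with EDTA / Reagent: labelled Rev peptide / Schedule: 5 + 15 min at 25 °C / Signal: FRET, excitation 480 nm, emission 540 nm donor and 671 nm acceptor / Benchmarks: DMSO and neomycin B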
# cytoskel mod: modifiers of cytoskeleton assembly; HUVEC TNFa F-actin phalloidin imaging, high content; inhibition, % at 2 µM; 0.18% of 91,000 active; AID 836;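 active = inhibition above the batch mean plus 3 SD and confirmed as a hit by visual image inspection, cut at about 30% in these data, passing the limit was not always enough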; note: strong numbers were not always called active
# EphB4 antag: blocks human EphB4 binding to ephrin-B2 | P54760 | EphB4 LBD / TNYL-RAW-Alexa532 peptide, fluorescence polarization | inhibition, % at 7 µM | 0.15% of 97,000 active;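 active = inhibition above the screen-wide mean inhibition plus 3 SD, cut at about 15% in these data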;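 note: 0% = DMSO wells and 100% = excess unlabeled TNYL-RAW peptide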
# PTPN22 inh 2: blocks human PTPN22 phosphatase activity; 0.21% of 96,000 active; inhibition, % at 2 µM; recombinant LYP catalytic domain, DiFMUP fluorescence; AID 640; Q9Y2R2;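 active = inhibition at 2 µM at or above a set limit, the screen mean plus 3 SD, cut at about 24% in these data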;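 note: 0% = DMSO with enzyme and 100% = enzyme fully blocked by orthovanadate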
# Target sequence (Q9Y2R2 whole entry, looked up, the tested form may be a part): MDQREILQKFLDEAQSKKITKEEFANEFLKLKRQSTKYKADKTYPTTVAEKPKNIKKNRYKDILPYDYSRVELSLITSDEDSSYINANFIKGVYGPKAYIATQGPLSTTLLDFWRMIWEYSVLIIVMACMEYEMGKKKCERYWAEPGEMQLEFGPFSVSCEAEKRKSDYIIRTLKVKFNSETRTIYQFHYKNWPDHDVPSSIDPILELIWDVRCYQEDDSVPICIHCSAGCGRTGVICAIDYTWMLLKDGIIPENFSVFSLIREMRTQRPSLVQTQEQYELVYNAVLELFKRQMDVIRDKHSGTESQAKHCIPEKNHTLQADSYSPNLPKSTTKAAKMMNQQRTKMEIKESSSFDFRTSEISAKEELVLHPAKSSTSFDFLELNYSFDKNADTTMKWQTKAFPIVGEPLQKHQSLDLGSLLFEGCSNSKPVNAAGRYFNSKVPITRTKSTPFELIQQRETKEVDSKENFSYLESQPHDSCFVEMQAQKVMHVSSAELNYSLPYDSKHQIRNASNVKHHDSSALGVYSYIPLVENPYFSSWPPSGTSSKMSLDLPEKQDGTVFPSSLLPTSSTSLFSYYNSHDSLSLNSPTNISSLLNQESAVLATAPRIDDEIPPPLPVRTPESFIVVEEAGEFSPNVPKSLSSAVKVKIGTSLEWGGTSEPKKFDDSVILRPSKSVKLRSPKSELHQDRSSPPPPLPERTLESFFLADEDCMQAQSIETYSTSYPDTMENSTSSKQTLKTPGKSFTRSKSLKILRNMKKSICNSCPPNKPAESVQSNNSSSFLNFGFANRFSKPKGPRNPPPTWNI
# PTK2B oligo ant: Pyk2 (human) oligomerization antagonism; Q14289; Q293 cells, Pyk2 FERM NanoBiT luminescence; active compounds read low; z-score (the deposit names both 25 µM and 10 µM); 0.83% of 99,000 active;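 active = Z-score of -3 or lower, scaled per plate to the spread of control and sample wells; inactive = z-score above -3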;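 note: negative z-score means lost luminescence so less FERM oligomerization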
# FAK inh: blocks human focal adhesion kinase activity; biochemical FAK kinase activity assay; Q05397; 0.84% of 97,000 active; inhibition, %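 (tested at 7 µM)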; in the data active = inhibition above about 19%;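 note: 0% = DMSO and 100% = reference compound high control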
# PLK1 PBD inh: blocks phosphopeptide binding to human Plk1 polo box domain; 0.13% of 97,000 active; Plk1 PBD phosphopeptide binding, fluorescence polarization; AID 693; inhibition, %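 (tested at about 20 µM)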; in the data active = inhibition above about 34%, passing the limit was not always enough
# PLK1 inh: inhibitors of human PLK1 kinase; P53350; recombinant PLK1 kinase, TR-FRET peptide phosphorylation; inhibition, % at 10 µM; 0.53% of 97,000 active; AID 619;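 active = inhibition of 50% or more in the single-concentration screen; inactive = inhibition below 50%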;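 note: 0% = DMSO max control and 100% = H-89 dihydrochloride min control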
# LYP act: activators of human LYP (PTPN22) phosphatase; 0.11% of 96,000 active; recombinant LYP, DiFMUP fluorescence; 0 = plate median, 100 = signal doubled; activation, % at 2 µM; Q9Y2R2;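 active = activation at 2 µM above a set limit, the mean plus 5 SD, cut at about 37% in these data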
# * marks the source's active call; other numbers are inactive results; x = no result given. Outcome played no part in choosing rows. Share with any hit: about 3.5%.
SMILES,HIV Rev-RRE inh,cytoskel mod,EphB4 antag,PTPN22 inh 2,PTK2B oligo ant,FAK inh,PLK1 PBD inh,PLK1 inh,LYP act
O=C(c1ccco1)c1n[nH]nc1-c1ccccc1,6,-4,-8,13,-0.47,-1,-5,-8,-16
Cc1ccc(C)c(N2CCN(S(=O)(=O)c3ccc4c(c3)OCCO4)CC2)c1,20,-4,1,-2,-3.9*,-2,3,-1,-1
O=C(Cn1nnc(-c2ccccc2NC(=O)c2ccccc2)n1)Nc1ccc2c(c1)OCCO2,6,16,2,11,-1.3,4,-3,-18,-8
COc1ccc(-n2cnnc2SCC(=O)Nc2ccc(N3CCOCC3)cc2)cc1,3,16,-1,12,0.03,-10,-3,-5,-7
COc1cnc(N(C)C)nc1Sc1cccc(Cl)c1,9,-17,-2,6,0.16,0,-7,-9,-4
Cc1ccnc2nc(C(=O)OCCOc3cccc(Br)c3)nn12,4,17,-6,0,0.51,3,2,2,0
COc1ccccc1C(=O)Nn1cnc2ccccc2c1=O,8,4,-3,5,0.8,0,-11,0,-8
CCC1(C(=O)OC)NC(c2ccco2)C2C(=O)N(c3ccc(C)cc3)C(=O)C21 (stereo not given),3,21,4,-1,0.55,2,-3,-12,5
CCC1(C)Cc2ccccc2-c2c1c(=O)n(-c1ccc(C)cc1)c1nnnn21 (stereo not given),13,x,3,4,-0.03,1,4,-1,-4
Cc1ccc(CNC(=O)c2c(C)cc(=O)oc2C)cc1,0,-4,-2,14,0.63,-7,0,-7,-13
O=C(Nc1ccccc1)N(CCN1CCOCC1)Cc1cccc(Cl)c1,4,-38,3,0,-0.78,4,-19,-5,0
CCCc1cc(C(=O)Nc2nccs2)cs1,-3,7,1,9,-1.8,10,-18,-7,-10
CCOC(=O)N1CCN(C(=O)CN(c2ccc(OCC)cc2)S(C)(=O)=O)CC1,9,4,0,0,-0.29,-1,-1,-4,2
CCCCn1nnnc1SCC(=O)Nc1ccc2c(c1)OCCO2,7,-11,0,0,-0.15,1,9,-15,0
CCn1c(NC(C)=O)nc2ccccc21,3,1,-4,-14,0.53,-1,-20,-14,10
CC(C)(C)NC(=O)c1cccc(NC(=O)c2ccc(NC(=O)c3ccco3)cc2)c1,13,5,2,-7,-1.4,2,1,-9,10
CC1=CC(C)(C)N2C(=O)C3(C(C#N)=C(N)OC4=C3C(=O)CC(C)(C)C4)c3cccc1c32 (stereo not given),3,28,-2,13,x,1,-2,-5,-13
CCOC(=O)CSC1=C(C#N)C(c2ccc(C)s2)CC(=O)N1 (stereo not given),1,-6,2,1,-0.32,2,-9,-9,-1
C=C(C)C1CC=C(C)/C(=N/NC(=O)c2ccc(NC(=O)CC)cc2)C1 (stereo not given),7,-6,-1,-3,0.35,1,-22,1,2
CCCNC(=S)Nc1ccc(Br)cc1,0,-11,-7,-4,0.52,0,9,-14,7
N=c1n(CCO)c2ccccc2n1CCOc1ccc(Cl)cc1Cl,3,9,6,6,x,-3,-27,27,-9
COc1ccc(Nc2cc(C)nc(N3CCOCC3)n2)cc1,-1,-30,-1,5,0.69,8,-10,-11,-7
CCCC(C)C(=O)Nc1ccc(Cl)cn1 (stereo not given),3,2,-6,-1,-1.2,0,-22,-10,0
COc1ccc(C(=O)NCc2ccc(-c3nc4ccccc4s3)cc2)cc1,-2,3,-1,-29,0.01,-4,-7,-5,32
Clc1cccc(OCCn2cncn2)c1Cl,4,0,3,0,0.66,-1,-1,-10,0
# (cont.)
SMILES,HIV Rev-RRE inh,cytoskel mod,EphB4 antag,PTPN22 inh 2,PTK2B oligo ant,FAK inh,PLK1 PBD inh,PLK1 inh,LYP act
CC(=O)c1ccc(OC(=O)c2cccs2)cc1,7,-10,-5,-8,0.03,0,0,-2,13
O=C(CN1C(=O)COc2ccccc21)N1CCCc2ccccc21,4,-7,8,-1,0.66,0,-37,-4,2
COc1ccccc1OCC(=O)NCCNC(=O)COc1ccccc1OC,0,3,-1,-27,0.21,-2,8,3,26
COc1ccc(NC(=O)NC(C)c2ccncc2)cc1OC (stereo not given),3,5,2,-1,0.59,-2,-1,-8,-4
Cc1cc2c(c(=O)n1CCN(C)C)C(c1ccc(Cl)cc1)C(C#N)=C(N)O2 (stereo not given),9,-6,-1,6,0.4,1,-1,-13,-3
CCOC(=O)c1c(-c2ccc(C)cc2)csc1NC(=O)C1CC=CCC1C(=O)O (stereo not given),4,-22,6,9,0.67,6,-30,-3,-6
CN(C1=NC(=O)C(CC(=O)Nc2ccc(Br)cc2)S1)c1ccc(O)cc1 (stereo not given),8,18,7,3,-1.1,1,9,-2,-4
Oc1ccc2cccnc2c1,10,-17,-4,7,1.1,3,7,-8,-3
COCCn1c(C(C)C)nc2oc3ccccc3c(=O)c2c1=O,1,-29,-5,-7,-0.25,7,18,12,3
CCCCCC(=O)Nc1nnn(CCC)n1,7,-29,0,4,1.2,-2,-12,-13,-3
CN(C)c1nc(N)nc(CSc2nnnn2C)n1,0,6,-4,0,0.18,-9,21,0,-5
C1CCN(Cc2nnnn2C2CCCC2)CC1,-4,14,-3,-6,-0.93,-1,9,6,5
O=C(NCC(F)(F)F)Nc1nnc(C(F)(F)F)s1,8,3,5,5,-1.4,1,12,-14,-8
CCOC(=O)C1=NN(C(=O)c2ccc(C)cc2)C(O)(c2ccc(Cl)cc2)C1 (stereo not given),10,0,9,7,-0.07,-3,6,-13,-4
CCCc1[nH]nc2c1C(c1ccc(Br)s1)C(C#N)=C(N)O2 (stereo not given),5,10,-2,-2,-0.21,-1,2,-10,2
Cc1noc(C)c1S(=O)(=O)N1CCC(C(=O)N2CCN(C3CCCC3)CC2)CC1,5,4,2,-2,x,2,-2,4,5
Nn1cc(-c2ccccc2)nc1SCC(=O)N1CCN(S(=O)(=O)c2ccccc2)CC1,-4,-12,-3,3,1.2,-4,-4,-2,3
CCN(CC(=O)NCc1cccs1)c1nnnn1-c1ccccc1,7,15,4,-2,0.13,2,4,6,0
COc1cccc(NC(=O)C23CCC(C)(C(=O)O2)C3(C)C)c1 (stereo not given),-2,x,-3,3,1.1,2,-18,6,-2
CCCN1Cc2cccc(C(=O)Nc3ccc(CC)cc3)c2C1=O,19,15,4,10,-0.46,0,-10,-2,-11
COc1ccc2c(c1)c1ncn(CCN3CCCCC3)c(=O)c1n2C,11,-7,6,13,0.41,-1,-9,12,-12
CCOC(=O)N/N=C(\C)c1ccc(Br)cc1,6,9,2,-1,1.2,1,-7,0,1
COc1ccc(-c2nnn(Cc3ccccc3F)n2)cc1,11,-11,1,2,-1.6,3,-13,-2,-2
COc1cc2c(cc1OC)C1=C(C#N)CN(C3CCCCC3)CN1CC2,12,-4,-7,-3,x,3,-7,-12,0
Cn1c(C(=O)OC(C(=O)NC2CCCCC2)c2ccccn2)cc2sccc21 (stereo not given),1,10,4,8,-0.76,-3,-13,-11,-5

# As entered above:
# PLK1 PBD inh result of C1CCN(Cc2nnnn2C2CCCC2)CC1 stands at 9
# PLK1 inh result of COc1ccc(NC(=O)NC(C)c2ccncc2)cc1OC (stereo not given) stands at -8
# EphB4 antag result of COCCn1c(C(C)C)nc2oc3ccccc3c(=O)c2c1=O stands at -5
# PTK2B oligo ant result of O=C(CN1C(=O)COc2ccccc21)N1CCCc2ccccc21 stands at 0.66
# LYP act result of O=C(NCC(F)(F)F)Nc1nnc(C(F)(F)F)s1 stands at -8
# EphB4 antag result of Oc1ccc2cccnc2c1 stands at -4

# 3 entries already listed, sorted by SMILES length, highest first:
SMILES,HIV Rev-RRE inh,cytoskel mod,EphB4 antag,PTPN22 inh 2,PTK2B oligo ant,FAK inh,PLK1 PBD inh,PLK1 inh,LYP act
Cc1cc2c(c(=O)n1CCN(C)C)C(c1ccc(Cl)cc1)C(C#N)=C(N)O2 (stereo not given),9,-6,-1,6,0.4,1,-1,-13,-3
COc1ccc(Nc2cc(C)nc(N3CCOCC3)n2)cc1,-1,-30,-1,5,0.69,8,-10,-11,-7
O=C(NCC(F)(F)F)Nc1nnc(C(F)(F)F)s1,8,3,5,5,-1.4,1,12,-14,-8

# Other results follow.
SMILES,HIV Rev-RRE inh,cytoskel mod,EphB4 antag,PTPN22 inh 2,PTK2B oligo ant,FAK inh,PLK1 PBD inh,PLK1 inh,LYP act
O=C(NCCCCc1ccccc1)C12CN(Cc3ccccc3)CC1C(c1ccc([N+](=O)[O-])cc1)=NO2 (stereo not given),9,-26,0,2,x,1,-12,-6,-4
COc1ccc(C(=O)N2CCN(C(=O)c3ccncc3)CC2)cc1,4,9,-3,-6,0.24,-4,-4,0,9
CCCCCn1c(N)c(-c2nc3ccccc3s2)c2c([N+](=O)[O-])nn(CC)c(=O)c21,8,0,1,1,0.65,0,-5,-14,0
COc1ccc(OCC(=O)Nc2ccc(N3CCOCC3)c(Cl)c2)cc1,4,6,-6,-3,-0.28,4,15,-6,3
Nc1nonc1-c1nc2ccccc2n1Cc1ccccc1,12,-5,-10,1,-2.2,4,-2,1,-4
COc1cc(S(=O)(=O)N(C)C)ccc1F,6,-2,4,6,-0.3,-1,18,-14,-4
COc1ccc2[nH]c3c(NCCN4CCCCC4)ncnc3c2c1,6,-12,1,8,-0.42,2,10,-13,-8
CCOC(=O)CCCn1nc(C)n2c(cc3sccc32)c1=O,7,8,1,6,0.65,-1,-11,-8,-4
C=CCn1c(SCC(N)=O)nnc1-c1cc(Br)ccc1O,2,6,-2,-8,0.3,8,18,-9,8
CCN(CC)Cc1c(O)ccc2c([N+](=O)[O-])c(C)n(-c3ccc(OC)cc3)c12,5,-11,-6,-6,-1.4,2,8,-9,6
O=C(NCCc1c[nH]c2ccccc12)c1ccc(-n2cnnn2)cc1,-1,-9,-4,3,-0.02,3,-10,-8,-4
COC(=O)[C@H](C)NC(=O)Nc1cccc(C(F)(F)F)c1,4,14,3,11,-0.45,-1,3,3,-8
Cc1ccc(-c2nnn(CC(=O)N(Cc3ccccc3F)C(C(=O)NC3CCCC3)c3ccncc3)n2)o1 (stereo not given),6,12,0,2,0.58,0,-5,-10,-3
COC(=O)C(C)Oc1ccc2c3c(c(=O)oc2c1)CCCCC3 (stereo not given),9,3,12,-5,0.01,0,-17,-9,3

# Part of the list above, field by field:
C1CCN(Cc2nnnn2C2CCCC2)CC1
- HIV Rev-RRE inh: -4
- cytoskel mod: 14
- EphB4 antag: -3
- PTPN22 inh 2: -6
- PTK2B oligo ant: -0.93
- FAK inh: -1
- PLK1 PBD inh: 9
- PLK1 inh: 6
- LYP act: 5

O=C(NCC(F)(F)F)Nc1nnc(C(F)(F)F)s1
- HIV Rev-RRE inh: 8
- cytoskel mod: 3
- EphB4 antag: 5
- PTPN22 inh 2: 5
- PTK2B oligo ant: -1.4
- FAK inh: 1
- PLK1 PBD inh: 12
- PLK1 inh: -14
- LYP act: -8

CCOC(=O)C1=NN(C(=O)c2ccc(C)cc2)C(O)(c2ccc(Cl)cc2)C1 (stereo not given)
- HIV Rev-RRE inh: 10
- cytoskel mod: 0
- EphB4 antag: 9
- PTPN22 inh 2: 7
- PTK2B oligo ant: -0.07
- FAK inh: -3
- PLK1 PBD inh: 6
- PLK1 inh: -13
- LYP act: -4

CCCc1[nH]nc2c1C(c1ccc(Br)s1)C(C#N)=C(N)O2 (stereo not given)
- HIV Rev-RRE inh: 5
- cytoskel mod: 10
- EphB4 antag: -2
- PTPN22 inh 2: -2
- PTK2B oligo ant: -0.21
- FAK inh: -1
- PLK1 PBD inh: 2
- PLK1 inh: -10
- LYP act: 2

# Source: PubChem
